PLAP inhibition – PLAP enzyme inhibitors, biochemical, luminescence, HTS (AID 690); one-dose inhibition, % at 20 µM; IC50 in µM for titrated hits; purified PLAP, luminescent substrate; higher % means a stronger effect; 96,000 tested, 0.08% active; in the data active = a potency from the dose series; inactive = the rest, 99 in 100 with inhibition below about 30%; also: strong numbers were not always called active
MRP reversal – reverses drug resistance mediated by MRP; H69AR cells + 2 uM doxorubicin, CellTiter-Glo, 72 h; differential viability (reversal), % at 10 µM; 85,000 tested, 0.04% active;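 active = viability drop by adding the cancer drug above about 55%, with treated viability meeting a 40% cutoff, limit read from the data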;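 also: viability without doxorubicin minus viability with 2 µM doxorubicin for each compound; larger differential means the compound sensitizes cells more to doxorubicin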
NFkB transloc inh – blocks IL-1B driven NFkB nuclear translocation in HUVEC cells | HUVEC IL-1B NFkB p65 nuclear translocation imaging | inhibition, % at 2 µM | 94,000 tested, 0.43% active | AID 796;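 active = inhibition above about 30% together with a positive call from visual inspection of the well image, limit read from the data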;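 also: nuclear over cytoplasmic p65 intensity ratio measured by imaging; 0% = IL-1B stimulated DMSO wells and 100% = unstimulated DMSO wells; values of inactives mirror those of a sister screen read the other way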
Bcl-B TR3 displacers – displacers of TR3 peptide from Bcl-B, primary screen, selectivity assay for Bfl-1 inhibitor project, biochemical, fluorescence polarization; AID 748; 96,000 tested, 0.11% active; one-dose displacement, % at 20 µM; IC50 in µM for titrated hits; FP displacement of FITC-TR3 peptide from Bcl-B; higher % means a stronger effect;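 active = displacement above 50% at 20 µM plus a fluorescence interference ratio under 1.5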;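 also: plate controls were wells without compound for no effect and wells lacking Bcl-B protein for full effect; a part of the inactive calls stands beside numbers as strong as those of hits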
NFkB transloc pot – enhances IL-1B driven NFkB nuclear translocation | HUVEC IL-1B NFkB p65 nuclear translocation imaging | activation, % at 2 µM | 94,000 tested, 0.3% active;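 active = activation above 40%, about the mean plus 3 SD, also judged a hit on visual image review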;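 also: percent activation is computed from the nuclear over cytoplasmic p65 intensity ratio; values of inactives mirror those of a sister screen read the other way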
MRP reversal cytotoxicity – second read-out of MRP reversal, no call of its own (marks repeat the call); viability, %; H69AR cells, CellTiter-Glo, 72 h; measured here: cytotoxicity without doxorubicin
MRP reversal with doxorubicin – recorded beside MRP reversal, whose call it bears; viability, %; measured here: viability with 2 uM doxorubicin; stronger effect = lower value
NFkB transloc inh cell count 2 µM – also measured in NFkB transloc inh; calls as there; cell count; measured here: cells passing quality filter;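 raw number of nuclei counted in each imaged well without normalization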
NFkB transloc pot cell count 2 µM – also measured in NFkB transloc pot; calls as there; cell count; measured here: cells passing quality filter
The depositor's hits bear a star; · = not tested or not shown.

Each structure is followed by: MRP reversal | PLAP inhibition | MRP reversal with doxorubicin | NFkB transloc inh | NFkB transloc inh cell count 2 µM | NFkB transloc pot | MRP reversal cytotoxicity | Bcl-B TR3 displacers | NFkB transloc pot cell count 2 µM
1: CCOC(=O)C1=C(C)N=C2SC(C)C(=O)N2C1c1ccc(OCC)c(OCC)c1 (centres undefined)
 : 13.2 | -44.5% | 96.5 | 4.3 | 69 | -2.3 | 109.7 | -9.2% | 69
2: Cc1ccc(-n2c(SCC(N)=O)nnc2-c2cccnc2)c(C)c1
 : -1.8 | -1.5% | 94.7 | 1.0 | 208 | -1.0 | 92.8 | 5.5% | 208
3: COc1cccc(-n2c(Cc3cc(=O)[nH]c(=O)[nH]3)nnc2SCC(=O)N2CCCCC2)c1
 : 6.5 | -0.9% | 92.3 | -33.4 | 159 | 33.4 | 98.8 | -0.6% | 159
4: CCCCc1nn(-c2cc(Cl)ccc2OC)c2c1C(=O)CCC2
 : -5.2 | -69.7% | 86.6 | 12.9 | 166 | -12.8 | 81.4 | -2.7% | 166
5: Cc1ccccc1-n1c(C)n[nH]c1=S
 : · | -10.9% | · | 4.2 | 133 | -4.2 | · | 4.5% | 133
6: COC(=O)c1ccc(NCCc2csc(-c3ccc(C)cc3)n2)c([N+](=O)[O-])c1
 : · | -0.9% | · | 1.1 | 177 | -1.1 | · | 3.0% | 177
7: O=CNC1CCCc2c1[nH]c1ccc(Cl)cc21 (centres undefined)
 : 4.2 | -19.7% | 98.5 | -1.4 | 179 | 1.4 | 102.7 | 2.2% | 179
8: CCN1CCN(C(c2cccs2)C(C)NS(=O)(=O)c2ccc(Br)cc2)CC1 (centres undefined)
 : 3.8 | -33.1% | 75.3 | 4.6 | 138 | -4.6 | 79.1 | 0.3% | 138
9: CCOc1cccc(C(=O)Nc2cccnc2)c1
 : -1.6 | -4.0% | 99.6 | -11.7 | 97 | 11.7 | 98.0 | 7.7% | 97
10: COc1ccc(/C=N/n2cnnc2SCc2ccc(OC)cc2)cc1
 : · | -36.7% | · | 8.7 | 114 | -8.7 | · | -4.5% | 114
11: CCCC1=C(C(=O)OCC)C(c2cc(Cl)cc(OC)c2OCc2ccccc2)NC(=O)N1 (centres undefined)
 : -2.0 | -0.5% | 70.5 | 9.1 | 185 | -9.1 | 68.5 | -0.3% | 185
12: O=C(c1ccco1)N1CCN(C(=O)c2oc(=O)c3ccccc3c2-c2ccccc2)CC1
 : -35.3 | -41.2% | 87.7 | -8.7 | 48 | 8.7 | 52.4 | -4.3% | 48
13: COc1ccc(Cl)cc1-c1nc(-c2ccc(Br)o2)no1
 : -0.2 | 12.1% | 50.1 | -4.3 | 199 | 4.3 | 49.9 | -25.2% | 199
14: O=C(c1cccc(F)c1)N1CCN(C(=O)C2CC2)CC1
 : · | -0.6% | · | -5.4 | 206 | 5.4 | · | 3.9% | 206
15: Cc1cc(CCN2CCC(=O)NC2=S)ccc1OC(C)C
 : 17.0 | 6.4% | 60.8 | -14.3 | 181 | 14.3 | 77.8 | -5.8% | 181
16: COc1cccc(C2NC(CCSC)(C(=O)O)C3C(=O)N(C(C)C)C(=O)C23)c1O (centres undefined)
 : -8.0 | -8.9% | 102.3 | -11.7 | 47 | 11.7 | 94.3 | -3.3% | 47
17: Cc1cnc(C(=O)OCC(=O)NC(=O)NC(C)C)cn1
 : 11.8 | 6.1% | 83.9 | -9.8 | 120 | 9.8 | 95.7 | 6.0% | 120
18: CCOc1ccc(Br)cc1/C=N/O
 : 12.3 | 13.5% | 96.4 | 3.3 | 65 | -3.2 | 108.6 | -4.4% | 65
19: CCCCn1c(CN2CCN(C(=O)OCC)CC2)nc2c1c(=O)n(C)c(=O)n2C
 : -8.8 | -58.5% | 92.9 | · | · | · | 84.1 | -2.1% | ·
20: Nc1ccc(S(=O)(=O)NNC(=O)C(=O)NNc2ccccn2)cc1
 : · | -73.9% | · | -6.0 | 116 | 6.0 | · | -1.3% | 116

Next part; it opens with the 3 that closed the last part.
Each structure is followed by: MRP reversal | PLAP inhibition | MRP reversal with doxorubicin | NFkB transloc inh | NFkB transloc inh cell count 2 µM | NFkB transloc pot | MRP reversal cytotoxicity | Bcl-B TR3 displacers | NFkB transloc pot cell count 2 µM
18: CCOc1ccc(Br)cc1/C=N/O
 : 12.3 | 13.5% | 96.4 | 3.3 | 65 | -3.2 | 108.6 | -4.4% | 65
19: CCCCn1c(CN2CCN(C(=O)OCC)CC2)nc2c1c(=O)n(C)c(=O)n2C
 : -8.8 | -58.5% | 92.9 | · | · | · | 84.1 | -2.1% | ·
20: Nc1ccc(S(=O)(=O)NNC(=O)C(=O)NNc2ccccn2)cc1
 : · | -73.9% | · | -6.0 | 116 | 6.0 | · | -1.3% | 116
21: C=CCn1c(SCC(=O)Nc2sccc2C(N)=O)nc2sc(C)c(C)c2c1=O
 : -2.4 | · | 48.3 | 14.9 | 90 | -14.9 | 45.9 | -4.9% | 90
22: O=C(CN(c1ccc(Cl)c(Cl)c1)S(=O)(=O)c1ccccc1)N1CCc2ccccc2C1
 : · | -17.6% | · | -16.2 | 171 | 16.2 | · | 7.7% | 171
23: CC(C)c1ccc(OC(=O)NCCO)cc1
 : 10.1 | -33.3% | 98.3 | -13.3 | 85 | 13.3 | 108.5 | -4.9% | 85
24: Cc1ccc(C(=O)N(CC(=O)NC2CCCCC2)c2ccccc2C)s1
 : · | 11.0% | · | 4.2 | 150 | -4.6 | · | -9.4% | 115
25: CN(CC(=O)N1CCN(C2CCCCC2)CC1)S(=O)(=O)c1cccc2nsnc12
 : 1.7 | -73.2% | 87.7 | -23.6 | 128 | 23.6 | 89.4 | 5.7% | 128
26: Cc1cccc(NC(=O)c2sc3nc(-c4ccccc4)cn3c2C)n1
 : 20.5 | -46.1% | 48.4 | -4.6 | 156 | 4.6 | 68.9 | -27.4% | 156
27: CC1Cc2ccccc2N1C(=O)c1cc2sccc2n1Cc1ccc(F)cc1 (centres undefined)
 : 12.6 | · | 77.7 | -8.7 | 80 | 8.7 | 90.3 | · | 80
28: CCCCNC(=O)c1onc(CSc2cc(C)ccc2C)c1C(=O)O
 : · | -31.9% | · | -2.4 | 100 | 2.4 | · | -5.8% | 100
29: CCOC(=O)C1=C(C)N=C2SC(C(=O)OC)=CC(=O)N2C1c1ccc(F)cc1 (centres undefined)
 : · | -2.8% | · | 0.7 | 180 | -0.7 | · | -19.0% | 180
30: CC(C)C(=O)Nc1ccc(NC(=O)c2cccnc2)cn1
 : -12.4 | -8.5% | 95.9 | 0.5 | 47 | -0.5 | 83.6 | -5.5% | 47
31: O=C(COC(=O)Cc1ccsc1)NCC1CCCCC1
 : · | 5.7% | · | -12.2 | 164 | 12.2 | · | -6.4% | 164
32: CCCCCCn1c(NCC)nc2c1c(=O)[nH]c(=O)n2C
 : 29.9 | -19.0% | 68.9 | 2.6 | 107 | -2.6 | 98.8 | 0.8% | 107
33: Cc1oc(=O)c(NC(=O)c2ccc(Cl)cc2)cc1C(=O)c1ccccc1
 : · | -7.6% | · | 19.6 | 132 | -19.6 | · | -2.5% | 132
34: C=CCSC1=N/C(=C\C=C\c2ccco2)C(=O)S1
 : 12.5 | -14.5% | 78.3 | -22.8 | 129 | 22.8 | 90.8 | 10.9% | 129
35: CCOC(=O)N1CCN(c2ccc(Cl)c(Cl)c2)CC1
 : 8.4 | -20.0% | 83.2 | 8.8 | 104 | -8.8 | 91.7 | -2.9% | 104
36: Cc1ccc(-n2nc3c(c2NC(=O)c2c(-c4ccccc4Cl)noc2C)CS(=O)(=O)C3)c(C)c1
 : -1.2 | -48.6% | 94.5 | 14.0 | 96 | -14.0 | 93.3 | 0.4% | 96
37: O=C(c1nn2c(C(F)(F)F)cc(-c3ccco3)nc2c1Br)N1CCCc2ccccc21
 : -27.2 | -38.6% | 65.8 | -20.8 | 71 | 23.4 | 38.6 | -3.7% | 71
38: Cc1cc(C)cc(N(CC(=O)N2CC=C(c3ccccc3)CC2)S(=O)(=O)c2c(C)noc2C)c1
 : -16.3 | -63.7% | 38.9 | -23.4 | 180 | 23.4 | 22.6 | -9.4% | 180
39: COc1ccc(CC(=O)N2CC(C)CC(C)C2)cc1OC (centres undefined)
 : 15.8 | 8.7% | 84.8 | -16.6 | 154 | 16.6 | 100.6 | -3.7% | 154
40: Cc1cc([N+](=O)[O-])ccc1NCc1ccccc1
 : · | 47.4% | · | -1.2 | 97 | 1.2 | · | -3.4% | 97
41: COc1ccc(/C=C2\N=C(SC)NC2=O)cc1
 : · | 5.8% | · | -22.8 | 185 | 22.8 | · | -1.7% | 185
42: CC(C)(C)NS(=O)(=O)c1ccc(NS(=O)(=O)c2ccc(F)cc2)cc1
 : -0.1 | -18.8% | 91.8 | 2.6 | 117 | -2.6 | 91.7 | 0.1% | 117
43: O=C(NCCN1CCOCC1)c1cc2cc(Br)ccc2oc1=O
 : -1.6 | 46.2% | 99.0 | -17.4 | 198 | 17.4 | 97.5 | -18.3% | 198
44: Clc1cccc(Oc2cnc3ccccc3n2)c1
 : · | 0.0% | · | -9.8 | 192 | 9.8 | · | -0.4% | 192
45: COc1ccc(CCNC(=O)C2CCN(S(=O)(=O)N3CCOCC3)CC2)cc1OC
 : 0.8 | 3.0% | 91.1 | 1.7 | 133 | -1.7 | 91.9 | -2.4% | 133
46: Cc1cccn2c(=O)c3cc(C#N)c(=O)n(Cc4cccnc4)c3nc12
 : -7.5 | -5.0% | 84.1 | · | · | · | 76.6 | -3.2% | ·
47: O=C(CSc1nnc(CNc2ccc(Cl)cc2)o1)Nc1nc2ccccc2s1
 : -3.7 | -9.2% | 96.0 | 4.0 | 99 | -4.0 | 92.3 | -6.3% | 99
48: Cc1ccc(S(=O)(=O)Oc2ccc(/C=C(/NC(=O)c3ccccc3)C(=O)Nc3ccccc3)cc2)cc1
 : -8.5 | 1.7% | 40.5 | -14.9 | 155 | 14.9 | 32.0 | -1.1% | 155
49: Cc1cccc(CN2C(=O)N/C(=C/c3cc(C)n(-c4cc(C)ccn4)c3C)C2=O)c1
 : · | -35.7% | · | 2.7 | 183 | -2.7 | · | -2.4% | 183
50: O=c1cc(O)n(-c2ccccc2F)c(=S)[nH]1
 : 5.7 | 11.8% | 97.3 | 1.9 | 92 | -1.9 | 103.0 | -2.3% | 92
51: O=C(NCc1ccc(N2CCCC2=O)cc1)c1cn(Cc2ccccc2)nn1
 : 9.7 | 12.8% | 71.0 | · | · | · | 80.7 | -40.0% | ·
52: COc1cnc(-c2ccccn2)nc1Oc1ccccc1Cl
 : · | -17.7% | · | · | · | · | · | -3.6% | ·
53: Nn1c(SCC(=O)Nc2cccc(F)c2)nnc1C1CCCCC1
 : 3.9 | -10.9% | 93.3 | -0.3 | 107 | 0.3 | 97.2 | -13.3% | 107
54: COc1cc2c(cc1OC)C(C(=O)NCCN1CCOCC1)C1c3ccccc3CCN1C2=O (centres undefined)
 : 12.2 | -34.5% | 82.9 | -6.5 | 117 | 6.5 | 95.1 | 1.2% | 117
55: COc1ccc(S(=O)(=O)N(C)CC(=O)NC2CCCCC2)cc1Cl
 : 2.4 | -2.4% | 94.9 | -1.1 | 154 | 1.1 | 97.3 | 5.5% | 154
56: CC1CN(C(=O)CSc2nnc(-c3ccncc3)n2-c2ccccc2)CC(C)O1 (centres undefined)
 : -2.2 | -68.9% | 77.3 | -3.9 | 174 | 3.9 | 75.2 | -1.2% | 174
57: O=C(Nc1ccc(CN2CCOCC2)cc1)c1cccc(F)c1
 : -4.4 | -3.5% | 88.7 | 1.8 | 96 | -1.8 | 84.3 | -3.5% | 96
58: CCOc1ccc(NC(=NCc2ccc3c(c2)OCO3)SC2CC(=O)N(c3ccc(OCC)cc3)C2=O)cc1 (centres undefined)
 : 8.6 | · | 92.1 | 7.6 | 91 | -7.6 | 100.7 | · | 91
59: Cc1ccc(S(=O)(=O)CC(=O)N2CCCC2)cc1
 : 4.3 | · | 88.6 | 1.7 | 167 | -1.7 | 92.9 | · | 167
60: CCN(CC)S(=O)(=O)c1cccc(-c2nnc(SCC(N)=O)n2CCc2ccccc2)c1
 : 9.0 | · | 77.8 | -27.7 | 125 | 27.7 | 86.8 | · | 125

These rows are one share of the data. The share of hits here may be higher or lower than overall.
